# MITF primary: inhibitors of human MITF; inhibition, % at 2.6 µM; hit rate 0.91% among 650,000; AID 1259374; O75030; AlphaScreen MITF homodimerization, bead proximity signal; in the data active = inhibition above about 50%;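 note: 0% = vehicle wells with protein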
# Target sequence (O75030 whole entry, looked up): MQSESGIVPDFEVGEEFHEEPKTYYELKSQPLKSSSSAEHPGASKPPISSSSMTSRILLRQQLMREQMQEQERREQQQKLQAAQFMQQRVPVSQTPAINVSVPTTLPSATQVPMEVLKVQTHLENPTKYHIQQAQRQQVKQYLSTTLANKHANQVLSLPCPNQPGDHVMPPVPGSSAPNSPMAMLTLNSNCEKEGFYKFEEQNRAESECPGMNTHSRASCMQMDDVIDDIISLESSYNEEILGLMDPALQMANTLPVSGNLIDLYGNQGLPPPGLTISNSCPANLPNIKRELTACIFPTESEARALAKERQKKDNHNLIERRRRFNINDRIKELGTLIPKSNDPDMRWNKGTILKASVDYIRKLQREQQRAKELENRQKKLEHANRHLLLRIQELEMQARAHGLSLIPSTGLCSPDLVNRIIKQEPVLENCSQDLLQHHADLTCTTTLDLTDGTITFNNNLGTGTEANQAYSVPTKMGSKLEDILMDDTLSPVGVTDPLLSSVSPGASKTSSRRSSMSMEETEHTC
# GPR151 activ: activators of human GPR151; activation, % at 11.2 µM; PathHunter beta-arrestin GPR151 cells, luminescence; AID 1508602; hit rate 1% among 650,000; in the data active = activation above about 4.9%;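 note: 0% = median of compound wells and 100% = cells with positive control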
# Target sequence (Q8TDV0 whole entry, looked up): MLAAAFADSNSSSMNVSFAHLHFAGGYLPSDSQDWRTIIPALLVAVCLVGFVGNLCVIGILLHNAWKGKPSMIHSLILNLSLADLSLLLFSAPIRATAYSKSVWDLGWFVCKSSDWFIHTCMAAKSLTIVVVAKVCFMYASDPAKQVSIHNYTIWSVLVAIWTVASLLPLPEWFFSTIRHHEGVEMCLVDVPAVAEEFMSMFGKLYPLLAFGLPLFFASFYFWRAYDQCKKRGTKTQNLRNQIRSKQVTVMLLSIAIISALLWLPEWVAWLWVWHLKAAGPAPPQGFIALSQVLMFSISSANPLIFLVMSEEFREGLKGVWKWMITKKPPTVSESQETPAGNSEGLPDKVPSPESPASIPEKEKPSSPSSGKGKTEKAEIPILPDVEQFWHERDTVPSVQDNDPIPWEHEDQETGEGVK
# TEAD-YAP block: TEAD-YAP interaction inhibition | hit rate 1.4% among 640,000 | AID 1259422 | HEK-TIYL cells, TEAD-Gal4/YAP UAS-luciferase luminescence | inhibition, % at 9.12 µM; in the data active = inhibition above about 32%;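 note: 0% = median of test compound wells and 100% = reference inhibitor wells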
# FBW7 activator: activators of human E3 ligase FBW7; hit rate 0.13% among 650,000; AID 1259310; normalized activity (activation), % at 26.1 µM; Q969H0; AlphaScreen FBW7–phospho-cyclin E peptide binding, activator screen; in the data active = normalized activity above about 1.9%;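 note: purified mutant Fbw7 with reduced substrate affinity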
# Active calls of the source: *; . = no result given; & = joins results of further samples.
SMILES,MITF primary,GPR151 activ,TEAD-YAP block,FBW7 activator
O=c1c2oc3ccc(Cl)cc3c2nc2n1CCS2,-2,0.2,2,-0.1
CC=C1[C@H]2C=C(C)C[C@]1(N)c1ccc(=O)[nH]c1C2,28&1,2.9&2.5,-5&2,0.0&-0.1
O=C1c2ccccc2C(=O)N1CNc1ccc(OCc2ccccc2)cc1,3,-2.3,-15,-0.1
COc1ccc(NC(=O)C2CCCN(C(=O)Nc3ccc(OC)cc3)C2)cc1 (centres undefined),12,1.2,0,-0.1
COc1ccc(C(=O)Nn2c(SCC(=O)NCC3CCCO3)nc3ccccc3c2=O)cc1 (centres undefined),-4,-0.9,84*,-0.1
O=C(NC(NCCc1c[nH]c2ccccc12)(C(F)(F)F)C(F)(F)F)c1cccc(F)c1,16,0.8,1,0.0
CCC1CCCCN1C(=O)c1sc2nc(C)nc(N3CCC(C)CC3)c2c1C (centres undefined),-7,0.8,-2,-0.1
C=CCNS(=O)(=O)c1ccc(NC(=O)c2ccccc2Cl)cc1,-2,2.9,-1,0.2
C/C(N)=C(/C#N)C(=O)COC(=O)c1ccc(Cl)c(S(=O)(=O)NCc2ccccc2)c1,-5,0.6,-1,0.8
COc1cc(/C=C\C=C2/C(=O)N(C)N=C2C(F)(F)F)ccc1O,23,-0.5,0,-0.4
O=C(CCN1C(=O)C2C3C=CC(C3)C2C1=O)Nc1ccc(OC(F)(F)F)cc1 (centres undefined),3,0.0,2,0.0
CCOC(=O)C1=C(C)N=c2s/c(=C\c3ccccc3OCc3ccccc3)c(=O)n2C1c1ccc(OCC)c(OCC)c1 (centres undefined),17,-1.4,3,0.3
Cc1ccc(NC(=O)c2ccc3c(=O)n(-c4cc(C(F)(F)F)ccc4Cl)c(=S)[nH]c3c2)cc1C,-8,-1.3,-13,0.0
C=CCNC(=O)COc1ccc(Br)c(C)c1,3,-0.4,-12,0.0
O=C(CN1C(=O)NC2(CCN(Cc3ccccc3)CC2)C1=O)Nc1ccc(F)cc1F,26,-1.7,2,0.0

# Complete entries from above:
# Entry for COc1ccc(NC(=O)C2CCCN(C(=O)Nc3ccc(OC)cc3)C2)cc1 (centres undefined) = MITF primary: 12; GPR151 activ: 1.2; TEAD-YAP block: 0; FBW7 activator: -0.1
# Entry for O=C1c2ccccc2C(=O)N1CNc1ccc(OCc2ccccc2)cc1 = MITF primary: 3; GPR151 activ: -2.3; TEAD-YAP block: -15; FBW7 activator: -0.1

# Going on with the list:
SMILES,MITF primary,GPR151 activ,TEAD-YAP block,FBW7 activator
COc1ccc(-c2noc(CN(C)CC3CCOCC3)n2)c(OC)c1OC,10,0.3,4,0.1
Cc1cccc(C(=O)N(C)C2CCS(=O)(=O)C2)c1 (centres undefined),-6,1.7,-8,-0.1
O=C(COC(=O)c1ccc(O)cc1)Nc1ccc([N+](=O)[O-])cc1C(F)(F)F,12,-0.7,4,0.0
O=C(N/N=C\c1cccnc1)c1cccc2c3c([nH]c12)CCCC3,-3,0.9,-1,-0.1
Cc1cc(C)n(C(=O)C2C(C=C(Cl)Cl)C2(C)C)n1 (centres undefined),9,1.9,9,0.0
Cc1ccc2c(CNC3CCC(C)CC3)c(C(=O)O)n(C)c2c1 (centres undefined),1,2.2,5,0.1
O=C(CCCOc1ccc(Cl)cc1Cl)Nc1cc(Cl)ccc1Oc1ccc2ccccc2c1Br,8,-0.6,1,-0.1
Cc1nn(C)c(C)c1-c1nccc(Nc2ccc(N3CCOCC3)cc2)n1,6,-1.3,26,-0.2
CN(C)CCN1C(=O)C(=O)/C(=C(\O)c2ccccc2)C1c1cccc([N+](=O)[O-])c1 (centres undefined),-7,-0.4,3,0.6
Cc1ccnc2nc(C(=O)OCC(=O)Nc3ccccc3)nn12,5,2.2,-19,0.0
CCCCC/C=C\CCCCCCCCCCCCC(=O)O,-17,0.0,.,.
O=C(Oc1nsnc1N1CCOCC1)N1CCCC1,-8,1.5,8,-0.2
CN1CCCCCC1C(=O)N1CCC2(CC1)CC2C(=O)NCCCc1ccncc1 (centres undefined),-8,0.0,4,-0.1
CCOc1ccc2nc(NC(=O)Nc3cccs3)sc2c1,5,-0.4,4,-0.1
COc1cc(/C=N/NC(=O)Cn2c(-c3nonc3N)nc3ccccc32)c(Cl)cc1O,14,0.4,3,0.0
COc1ccc(CCNC(=O)CSc2ccsc2[N+](=O)[O-])cc1OC,-2,0.4,-13,0.2
COc1cc2cc(C#N)c(SCC(=O)NC3CCCC3)nc2cc1OC,2,-0.9,-5,0.0
CC(=O)Nc1nc(-c2ccc(C)cc2C)cs1,4,-0.5,-15,-0.1
O=C(NCc1ccco1)c1cnn2c1NC(c1ccccc1)CC2C(F)(F)F (centres undefined),1,-0.3,-18,0.1
CC(=O)C1=C(C)NC(=O)NC1/C=C\c1ccccc1 (centres undefined),5,-0.1,3,-0.3
Cc1ccc2oc(=O)c3cc(C(=O)NCc4ccco4)sc3c2c1,1,-0.4,-5,0.0
CC(C)N(C)Cc1ccc(C(=O)NCc2cccc(C(F)(F)F)c2)c(=O)[nH]1,4,-1.6,2,0.2
COc1cc(C2C(C(=O)Nc3ccccc3)=C(C)Nc3ncnn32)ccc1OCc1ccccc1 (centres undefined),-3,-0.3,-11,0.0
O=C(Nc1ccc2c(c1)OCO2)C1CC12CCN(C(=O)c1ccc(-c3ccco3)cc1)CC2 (centres undefined),-1,5.5*,5,-0.2
CC(=O)c1ccc(NC(=O)c2sc3nc(C)cc(C)c3c2N)cc1,10,0.3,-58,0.3
Cn1c(CNc2ccc([N+](=O)[O-])cc2)c(C#N)c2ccccc21,19,0.6,13,0.1
O=C1c2cccc3cccc(c23)C(=O)N1CCOCc1ccccc1,3,2.1,3,0.0
Cc1cc(Cl)c2nncn2n1,5,1.0,-5,0.2
Cc1ccc(Nc2nnc(Cc3ccc(F)cc3)c(=O)[nH]2)cc1C,6,-0.2,9,0.1
COc1ccc(CC2(CO)CCN(Cc3c(C)nn(C(C)C)c3C)CC2)cc1,11,-1.4,9,0.1
CC1CCN(C(=O)Cn2ncn3nc(-c4cccs4)cc3c2=O)CC1,-1,0.7,9,0.2
CCn1ccnc1CN1CCN(Cc2ccc(C)o2)C(CCO)C1 (centres undefined),-18,-0.7,3,0.3
Cc1cc(O)c(C(c2cccc(Cl)c2)c2c(O)cc(C)n(C)c2=O)c(=O)n1C,9,-0.2,-6,-0.1
COc1ccc(CNC(=O)Nc2ccc(OC)cc2OC)cc1,5,-1.3,0,0.0
O=C(CN1C(=O)c2ccc([N+](=O)[O-])cc2C1=O)NCC(F)(F)F,0,1.2,-6,-0.1
O=C(Nc1cccc(Cl)c1N1CCCC1)c1ccc(Br)o1,14,0.0,17,0.3
O=C(NCc1cccc2ccccc12)Nc1ccccc1NC(=O)c1ccccc1F,9,1.3,0,-0.1
O=C(NNC(=O)C1CC1(c1ccccc1)c1ccccc1)c1ccc([N+](=O)[O-])cc1 (centres undefined),8,-0.6,0,0.1
CCCn1c(N/N=C/c2ccncc2)nc2c1c(=O)[nH]c(=O)n2C,7,-1.2,-1,0.0
O=C(NCC1(c2ccccc2)CCOCC1)c1ccccc1I,0,-0.8,2,0.1
COc1ccccc1-c1ccnc(-n2ncc(C(=O)N(CCO)C(C)C)c2C2CC2)n1,0,0.3,-17,0.0
CC(=O)Nc1ccc(NC(=O)NCc2noc3ccccc23)cn1,-1,1.3,-4,0.3
CC(C)CCN(C)C1CCN(C(=O)Nc2c(F)cccc2F)CC1,-6,0.6,-8,0.0
O=C(CS(=O)(=O)c1c[nH]c2ccccc12)Nc1ccc(Br)cc1,2,2.6,0,0.3
CC(=O)N1CCN(S(=O)(=O)c2ccc(C)cc2)C1C(C)C (centres undefined),-5,-0.9,-4,0.1
CN(C)c1ccc(/C=N/Nc2cccc3cccnc23)cc1,5,-4.6,37*,0.4
O=C(NC1CCCC1)C1c2ccccc2C(=O)N1C1CCCCC1 (centres undefined),1,1.8,16,-0.1
Cc1ccc(NC(=O)COc2ccccc2C(N)=O)c(C)c1,-7,-0.4,-8,-0.1
CCCNc1cc(-c2ccccc2)nc(N)n1,0,1.1,18,0.2
CCOC(=O)N1CCN(C(=O)c2cc3c(C)nc4ccccc4c3o2)CC1,4,-1.6,20,0.1
COc1ccc(COC(=O)CCC(=O)Nc2sc3c(c2C(N)=O)CCC3)cc1F,25,-0.2,0,0.2
CCOC(=O)c1c(NC(=O)CSc2nnc(CNC(=O)c3ccc(OC)cc3)n2-c2ccccc2OC)sc2c1CCCC2,-10,-0.7,1,-0.2
CC(=O)Nc1ccc(NC(=O)Cc2cn(-c3ccc(N4CCC(N5CCOCC5)CC4)nn3)c3ccccc23)cc1,15,-2.5,-20,-0.1
Cc1ccc(CNC(=O)CN(c2cccc3ccccc23)S(C)(=O)=O)cc1,2,1.6,-1,-0.1
OCCNc1nc(NCc2ccc3c(c2)OCO3)nc2nc[nH]c12,2,2.4,2,0.0
CCOc1ccc(S(=O)(=O)Nc2ccc3c(c2)OCO3)c2cccnc12,8,-0.1,-9,-0.1
CN(Cc1ccccc1)C(=O)c1c[nH]c2ccc(S(=O)(=O)N(C)c3ccc(F)cc3)cc2c1=O,-12,0.7,15,-0.1
Cc1ccccc1C(=O)NNC(=O)C(C)N1C(=O)c2ccccc2C1=O (centres undefined),3,0.6,0,0.0
O=[N+]([O-])c1ccc(-c2nc(Nc3cccc(O)c3)c3ccccc3n2)cc1,13,-1.1,20,0.0
Cc1ccccc1OC(C)C(=O)Nc1ccccc1 (centres undefined),8,0.4,4,0.3

# (listing goes on)
SMILES,MITF primary,GPR151 activ,TEAD-YAP block,FBW7 activator
CCOc1cccc(CN2CCc3nnc(CNS(=O)(=O)C(C)C)n3CC2)c1O,5,-0.4,-6,0.0
Cc1nc2cc(C(=O)NCc3ccco3)ccc2n1-c1cccc(F)c1,-6,1.1,-1,-0.1
COc1cc(/C=N/N=C2\NC(=O)C(CC(=O)O)S2)ccc1OCC(=O)O (centres undefined),10,0.4,1,-0.2
Cc1cc(C)cc(C(=O)N(c2cccc(Cl)c2)C2C=CS(=O)(=O)C2)c1 (centres undefined),-4,0.2,14,-0.3
Cc1c(Cl)c(C(F)(F)F)nn1CC(=O)NCc1ccc(F)cc1,-14,-1.1,3,0.1
COC(=O)C/C(=N/Nc1nc2sc(C)c(C)c2c(=O)[nH]1)C(=O)OC,17,1.0,-10,-0.1
CCOc1cc(C2C(C(=O)OC)=CN(C3CCCC3)C=C2C(=O)OC)cc(Cl)c1O,18,-1.4,7,0.8
Cc1cc(C)cc(NC(=O)CN2C(=O)CC(C)(C)S(=O)(=O)c3ccccc32)c1,10,-0.4,-14,1.2
CCN(CC)CCNC(=O)c1sc2ncnc(N3CCN(c4ccccc4OC)CC3)c2c1C,1,0.2,9,-0.3
O=c1oc(-c2ccc(Br)cc2)nc2ccc(Cc3ccc4nc(-c5ccc(Br)cc5)oc(=O)c4c3)cc12,11,0.6,-2,0.5
Cc1ccc(-c2nn(CCC(=O)O)cc2/C=C2\SC(=S)NC2=O)cc1,0,2.1,8,-0.1
CCOC(=O)c1cc([N+](=O)[O-])sc1NC(=O)c1ccc(S(=O)(=O)N2CCCCC2)cc1,10,-0.2,6,0.1
CC(C)NC(=O)C(Cc1ccccc1)N1C(=O)c2ccccc2C1=O (centres undefined),0,4.0,4,-0.1
Cc1c(C(=O)OC(C)C)sc(NC(=O)C(Sc2ccccc2)c2ccccc2)c1C(=O)OC(C)C (centres undefined),5,0.6,3,0.0
COCCNC(=O)c1ccc(CS(=O)Cc2ccc(C)cc2)o1 (centres undefined),3,1.0,6,0.1

# An excerpt from the list above, for reference:
SMILES,MITF primary,GPR151 activ,TEAD-YAP block,FBW7 activator
COc1ccc(NC(=O)C2CCCN(C(=O)Nc3ccc(OC)cc3)C2)cc1 (centres undefined),12,1.2,0,-0.1
COc1ccc(C(=O)Nn2c(SCC(=O)NCC3CCCO3)nc3ccccc3c2=O)cc1 (centres undefined),-4,-0.9,84*,-0.1
O=C(NC(NCCc1c[nH]c2ccccc12)(C(F)(F)F)C(F)(F)F)c1cccc(F)c1,16,0.8,1,0.0
CCC1CCCCN1C(=O)c1sc2nc(C)nc(N3CCC(C)CC3)c2c1C (centres undefined),-7,0.8,-2,-0.1
C=CCNS(=O)(=O)c1ccc(NC(=O)c2ccccc2Cl)cc1,-2,2.9,-1,0.2
C/C(N)=C(/C#N)C(=O)COC(=O)c1ccc(Cl)c(S(=O)(=O)NCc2ccccc2)c1,-5,0.6,-1,0.8
COc1cc(/C=C\C=C2/C(=O)N(C)N=C2C(F)(F)F)ccc1O,23,-0.5,0,-0.4

# Carrying on.
SMILES,MITF primary,GPR151 activ,TEAD-YAP block,FBW7 activator
O=C(CNC(=O)c1cccs1)NCCC1=CCCCC1,3,1.0,-12,-0.1
COC(=O)C/C=C/[C@@H](C)[C@@H](/C=N/OCC[C@@H]1C=C[C@H](OC(C)=O)[C@@H](COC(C)=O)O1)NS(=O)(=O)c1ccc(C)cc1,-10,0.3,.,0.1
Cc1ccc(NC(=O)c2ccc(Cl)cc2Cl)nc1,-4,-3.6,35*,0.1
COc1ccccc1OC(=O)c1sc2ccccc2c1Cl,-6,3.5,-5,-0.1
Cc1c(C)c2ccc(OC3CCCCC3=O)c(C)c2oc1=O (centres undefined),-19,-0.7,-16,0.3
CN(Cc1ccc2nonc2c1)Cc1c(C(=O)N2CCCCC2)nc2sccn12,-6,0.6,1,0.0
O=C(CCSc1nnnn1-c1ccccc1)Nc1ccc2c(c1)OCCO2,-15,2.2,-16,-0.1
